# SENP8 block-1: SENP8 (human) protease inhibition; recombinant SENP8, Nedd8 substrate fluorescence; inhibition, % at 20 µM; actives 0.64% (n = 360,000); AID 602440; in the data active = inhibition mostly above about 40%, no sharp cut-off; inactive = mostly below about 27%
# Target sequence (Q96LD8 whole entry, looked up): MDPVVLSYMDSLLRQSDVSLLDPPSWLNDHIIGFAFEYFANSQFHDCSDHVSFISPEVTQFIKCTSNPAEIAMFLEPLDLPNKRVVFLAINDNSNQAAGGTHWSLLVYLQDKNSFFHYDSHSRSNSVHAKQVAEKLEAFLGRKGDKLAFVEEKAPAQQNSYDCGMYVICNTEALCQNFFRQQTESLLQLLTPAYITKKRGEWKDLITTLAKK
# UBC13 inh: inhibitors of human UBC13 polyubiquitin chain formation; P61088; TR-FRET; inhibition, % at 20 µM; actives 0.47% (n = 330,000); AID 485273; in the data active = inhibition above about 45%, passing the limit was not always enough
# Target sequence (P61088 whole entry, looked up): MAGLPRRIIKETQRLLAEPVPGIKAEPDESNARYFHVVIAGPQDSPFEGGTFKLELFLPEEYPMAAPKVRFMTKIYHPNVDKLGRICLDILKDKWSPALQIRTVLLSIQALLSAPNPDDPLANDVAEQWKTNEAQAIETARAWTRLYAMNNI
# APOBEC3G inh: blocks human APOBEC3G single-stranded DNA deamination. recombinant A3G, ssDNA deamination FAM/TAMRA fluorescence. Q9HC16. inhibition, % at 20 µM. actives 0.28% (n = 330,000);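 active = inhibition of at least 40% at 20 µM, with no more than 30% in the related APOBEC3A deaminase screen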;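 also: plate controls were DMSO wells with A3G for no effect and wells lacking A3G enzyme for full effect; some compounds called inactive have numbers as strong as hits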
# Target sequence (Q9HC16 whole entry, looked up): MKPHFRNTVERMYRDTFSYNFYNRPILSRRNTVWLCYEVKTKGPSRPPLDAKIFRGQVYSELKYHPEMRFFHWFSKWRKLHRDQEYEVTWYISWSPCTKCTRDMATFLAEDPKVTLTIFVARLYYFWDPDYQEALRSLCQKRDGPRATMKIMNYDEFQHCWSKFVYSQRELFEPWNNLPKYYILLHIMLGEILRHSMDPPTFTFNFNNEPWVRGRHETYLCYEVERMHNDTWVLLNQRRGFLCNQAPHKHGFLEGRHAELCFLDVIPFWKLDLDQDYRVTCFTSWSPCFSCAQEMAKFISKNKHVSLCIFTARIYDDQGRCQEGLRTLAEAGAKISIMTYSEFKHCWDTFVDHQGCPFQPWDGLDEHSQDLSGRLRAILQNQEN
# SENP6 block: inhibitors of human SENP6 protease. Q9GZR1. Recombinant SENP6 catalytic domain, aminoluciferin luminescence. inhibition, % at 10 µM. actives 1.8% (n = 330,000). AID 2599;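 active = inhibition above about 50% at the single tested dose, limit read from the data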;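 also: plate controls were DMSO wells with enzyme for no effect and DMSO wells lacking enzyme for full effect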
# SENP1 inh: inhibitors of human SENP1 SUMO protease catalytic domain | Q9P0U3 | recombinant SENP1 catalytic domain, CyPet-SUMO1-YPet FRET cleavage | inhibition, % at 10 µM | actives 0.21% (n = 360,000);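 active = inhibition at least 30% at 10 µM, raw YFP signal under a set limit, fluorescence ratio 0.5 to 1.5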;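 also: 0% = enzyme with DMSO and 100% = no enzyme wells; some results filed as inactive read as strong as hits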
# Target sequence (Q9P0U3 419-644 limits assumed): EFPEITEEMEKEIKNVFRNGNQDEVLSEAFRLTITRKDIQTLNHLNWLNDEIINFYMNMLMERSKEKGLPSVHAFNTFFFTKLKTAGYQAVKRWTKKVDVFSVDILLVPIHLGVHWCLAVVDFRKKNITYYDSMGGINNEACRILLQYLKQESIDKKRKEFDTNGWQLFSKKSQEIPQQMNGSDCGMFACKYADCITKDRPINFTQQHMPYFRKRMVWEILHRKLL
#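 Controls: no-enzyme wells low, DMSO-plus-enzyme wells high control. Test system: human recombinant His6-tagged SENP1 catalytic domain enzyme. Reagent: SFCypet-SUMO1-SFYpet FRET protein substrate, 25 nM final. Doses: one dose per compound, 10 µM, 0.5% DMSO. Detection: FRET, CFP and YFP emission. Timing: 50 min reaction at room temperature.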
# Apaf-1 inh: inhibitors of human Apaf-1 apoptosome. O14727. reconstituted apoptosome caspase-3 activity, DEVD-Rh110 fluorescence. inhibition, % at 20 µM. actives 0.71% (n = 330,000). AID 489030; active = inhibition of at least 40% at 20 µM;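 also: plate controls were DMSO wells for no effect and DEVD-CHO caspase inhibitor wells for full effect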
#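 detection = Rh110 fluorescence intensity | test system = biochemical Apaf-1 apoptosome reconstitution | also added = cytochrome c and DEVD-Rh110 substrate | schedule = 30 min plus 50 min, RT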
# SENP7 block: SENP7 protease inhibition. Q9BQF6. recombinant SENP7, Z-RLRGG-aminoluciferin luminescence, 40 min. inhibition, % at 5 µM. actives 1.5% (n = 330,000). AID 434973;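 active = inhibition above about 50% at the single test dose, limit read from the data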;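 also: plate controls were DMSO with enzyme for no effect and no enzyme buffer wells for full effect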
# SENP8 block-2: SENP8 protease inhibition. Q96LD8. purified SENP8, Z-RLRGG-aminoluciferin cleavage, luminescence. inhibition, % at 10 µM. actives 1.2% (n = 330,000). AID 2540; in the data active = inhibition above about 50%
# Starred values were filed as active, the others as inactive; i = inactive; . = no result given.
SMILES,SENP8 block-1,UBC13 inh,APOBEC3G inh,SENP6 block,SENP1 inh,Apaf-1 inh,SENP7 block,SENP8 block-2
O=C(C1=C[C@@H](C2CCCCC2)C[C@@H](OCCCCO)O1)N1CCOCC1,12,0,6,-9,2,9,1,0
CN(C)S(=O)(=O)Oc1cccc(C(=O)Nc2ccc(Cl)cc2)c1,10,11,-1,-25,3,10,9,-13
O=S(=O)(c1ccccc1)n1c(C(O)c2ccccn2)cc2ccccc21 (stereo not drawn),4,5,1,5,2,7,7,-5
COc1ccc(-n2c(=O)/c(=C\c3cccs3)s/c2=C(/C#N)C(=O)N2CCN(C)CC2)cc1,-30,7,-4,19,-50,-13,14,4
CC(=O)Nc1ccc(NC(=O)c2cc(=O)c3ccc(C)cc3o2)cc1,24,-5,-1,-15,1,1,2,-3
Cc1nc(=O)c(-c2ccccc2)c(C)n1-c1cccc(/C=C/C(=O)O)c1,16,-1,-9,-11,2,7,-8,-11
COc1cccc(C(=O)Nc2ccc(NC(=O)C3CC3)cn2)c1,22,8,-1,85*,2,-25,82*,60*
COc1ccc(N=Cc2oc3ccc4ccccc4c3c2O)cc1,-58,-21,-13,3,-25,10,-7,-18
CCCc1nnc(SCC(=O)NC2CCCC2)n1CCOC,10,3,-9,-9,3,6,1,2
Cc1cccc(NC(=O)CCCN2C(=O)C3CC=CCC3C2=O)c1 (stereo not drawn),8,2,-3,5,-2,-3,8,3
COc1cccc(CNc2ccc(N3CCCCC3)cc2)c1OC,-271,5,0,-1,7,23,4,-2
Cc1ccccc1C(=O)Nc1nnc(SC(C)C)s1,8,4,-11,17,-2,4,12,3
O=C(NN=Cc1ccc(OC(F)F)cc1)c1ccc(NS(=O)(=O)c2cccs2)cc1,-74,-17,-6,-22,0,23,-5,-12
COC(=O)CN1CCN(C(=O)c2ccco2)CC1,-4,0,-6,3,-3,-1,-7,-7
COc1ccc(S(=O)(=O)CCC(=O)O)cc1,21,0,-5,11,4,-4,16,-8
Cc1cccc(N=Nc2c(C)[nH]n(-c3ccccc3)c2=O)c1,21,-31,-9,-17,4,11,-4,-11
CCC(C)[C@H](NC(=O)N1CC(=O)Nc2ccccc21)C(=O)N[C@@H](Cc1c[nH]c2ccccc12)C(=O)O (stereo partly drawn),12,2,-6,-2,2,-8,5,-2
O=C1N/C(=C\c2ccc(N3CCOCC3)c(F)c2)C(=O)N1Cc1ccccc1,-371,-6,1,-10,-63,4,-7,-2
CCC(c1nnnn1CC1CCCO1)N(CCCO)Cc1cc2cccc(C)c2[nH]c1=O (stereo not drawn),-25,0,0,1,-10,3,2,3
NS(=O)(=O)c1ccc(NC(=O)CSc2ccccc2)cc1,15,-18,1,-11,0,-3,-11,-4
O=C(OCC#CCSc1nnc(-c2ccccc2)o1)c1cc2ccccc2o1,16,7,0,-13,4,7,0,-3
O=C(COc1ccc([N+](=O)[O-])cc1)Nc1ccc(CN2CCOCC2)cc1,1,-8,-1,5,-1,-2,8,4
CCCN1CCN(c2ncnc3c2nnn3Cc2ccccc2)CC1,10,5,-1,-14,1,-5,-1,-6
Cc1cc(NC(=O)c2cc([N+](=O)[O-])cc([N+](=O)[O-])c2C)no1,18,-5,8,-11,3,-1,6,-3
O=C(c1cn(-c2ccccc2)nc1-c1ccncc1)n1nnc2ccccc21,19,4,4,0,-1,0,10,3
O=C(CCCn1c(=S)[nH]c2ccc(Br)cc2c1=O)NCc1ccccn1,5,27,-4,-19,1,2,2,-3
CCc1nnc(NS(=O)(=O)c2ccc(N/C=C(\C=O)c3nc4cc(Cl)ccc4o3)cc2)s1,-23,-25,-6,0,-47,16,-5,-14
COc1ccccc1Nc1nc(-c2sc(NC(=O)CC(C)C)nc2C)cs1,-82,-16,-7,10,-1,-11,4,7
Cc1ccc(C(C)C)c(OCCNCCc2ccccc2)c1,16,22,2,-41,0,27,12,-11
COC(=O)CSc1nnc(COc2cccc3ccccc23)o1,15,5,13,-8,0,5,8,-5
COCCn1c(SCC(=O)N2CCCC2=O)nc2sc(C)c(C)c2c1=O,5,2,-12,-20,2,5,-5,-4
O=C(NNc1ccc(F)cc1F)C1CCC1,25,12,-4,-3,2,-12,1,-4
O=C(O)CC(C(=O)NCc1ccccc1)C1CCCO1 (stereo not drawn),23,6,-1,8,-3,-3,6,-1
Cc1ccc(CS(=O)(=O)Cc2ccc(C(=O)NCCCN3CC(C)CC(C)C3)o2)cc1 (stereo not drawn),8,-4,-1,-12,0,0,-4,-3
CC1CCc2sc(C(=O)NCc3ccc(F)cc3)cc2C1 (stereo not drawn),0,-2,4,-13,4,35,12,-7
CCN1CCN(CCCN(Cc2ccco2)C(=S)Nc2ccc(Cl)cc2)CC1,4,4,-2,-8,3,4,-2,8
CCCCP(=O)(CCCC)c1ccccc1C(=O)O,.,-1,15,-2,.,-8,7,-3
COc1ccc(C(C(=O)NC(C)(C)C)N(CC2CCCO2)C(=O)CCC(=O)Nc2cc(C)on2)cc1 (stereo not drawn),28,-11,-4,-6,1,6,-12,-6
CC(C)(C)c1cc2ncnc(N3CCCCC3)c2s1,-56,5,-9,-10,1,18,-1,-7
CSc1ccc(/C=C/C(=O)OCC(=O)NC(C)C)cc1,-376,1,-7,11,1,7,-1,7
CSc1cccc(NC(=O)COc2ccccc2C)c1,8,-2,-7,-20,2,10,-12,-3
COc1ccc(NC(=O)c2sc3nc(N4CCOCC4)c4c(c3c2N)CCCC4)c(OC)c1,-313,32,-9,-4,-28,11,0,-7
COc1cc(CN2CCC(C(=O)NCCC(C)C)CC2)ccc1OCc1ccccc1,5,8,-2,7,1,-13,4,8
COC(=O)c1c(NC(=O)COC(=O)c2ccccn2)sc(C)c1C,-2,1,-6,-12,-1,13,3,3
CCOc1ccc(C(=O)NC(=S)N2CCN(c3ccc(C(F)(F)F)cc3[N+](=O)[O-])CC2)cc1,-18,-11,-4,-19,-5,-8,0,-6
CC(=O)c1ccc(NC(=O)c2ccc(NC(=O)CCS(=O)(=O)c3cccs3)cc2)cc1,-10,-9,-3,-11,1,11,5,-3
O=C(CN1C(=O)NC2(CCCC2)C1=O)c1ccc(Cl)s1,-2,4,-7,-9,2,10,-3,-1
CC(C)NC(=O)c1ccc2c(c1)N(CC(=O)N1CCCC1)C(=O)C(C)(C)O2,21,-2,8,6,-1,-4,5,1
COc1ccc(N=C2SC(C(=O)O)CC(=O)N2Cc2ccc(OC)c(OC)c2)cc1 (stereo not drawn),8,-3,-4,-4,3,-6,1,-6
CCC1(c2ccc(F)cc2)NC(=O)N(CC(=O)Nc2cccc(S(=O)(=O)N3CCCCC3)c2)C1=O (stereo not drawn),14,0,-5,-7,2,13,1,0
COc1ccc2c(c1OC)C(=O)OC2Nc1nc(-c2cc3ccccc3oc2=O)cs1 (stereo not drawn),-242,-2,-6,96*,-6,-8,91*,90*
Cc1cc(C)cc(N(CC(=O)NCC2CCCO2)C(=O)CCC(=O)Nc2cc(C)on2)c1 (stereo not drawn),27,-7,-7,-20,1,3,-8,-9
O=C(O)c1ccc2c(c1)-c1nc3ccccc3n1C2=O,-279,10,-1,-36,1,-113,-3,-36
COc1ccc(-n2c(C)cc(/C=C3\SC(=S)NC3=O)c2C)cc1,9,-53,-4,-9,-24,10,-11,-30
CCN(CC(=O)NCc1cccs1)C(=O)c1ccc(Cl)c(Cl)c1,13,12,-6,-13,2,-3,2,-3
CC[C@]12c3[nH]c4cc(-c5ccco5)ccc4c3CCN1C(=O)[C@@H](CC(=O)NCCCOC)C[C@@H]2C(=O)N1CCN(C(=O)C2CC2)CC1,-365,.,-7,.,-16,10,6,.
Cc1ccn2c(C(=O)N/N=C/c3ccc(Cl)cc3)c(C)nc2c1,-14,-8,-6,-14,0,3,-9,-5
COc1ccc(NC(=O)CSCC(=O)N(C)Cc2cccc(OC)c2OC)cc1,13,12,-5,0,1,25,-2,9
COc1ccc(NC(=O)C(CC(=O)O)Cc2ccc(Br)cc2)cc1 (stereo not drawn),14,3,-5,1,4,-8,-3,-9
Cc1ccc(C(=O)NCCc2nnc3ccc(SCC(=O)Nc4cc(C)on4)nn23)cc1,-72,-5,-5,-22,1,-16,-7,-6

# The list continues.
SMILES,SENP8 block-1,UBC13 inh,APOBEC3G inh,SENP6 block,SENP1 inh,Apaf-1 inh,SENP7 block,SENP8 block-2
COc1cccc(CN2CCN(c3ncccn3)CC2)c1OC,20,2,-5,0,0,2,-5,17
CSc1cccc(NC(=O)c2cnn3ccccc23)c1,-18,-9,-3,76*,2,4,71*,49
COc1cccc(CSc2nc3ccccc3cc2C=O)c1,13,-10,-4,-15,-5,22,15,-9
CC(Nc1nc(-c2ccccc2F)nc2ccccc12)c1ccccc1 (stereo not drawn),5,9,-7,2,1,6,-2,1
CNC(=O)c1cc(C(=O)c2ccc(F)cc2C(F)(F)F)c[nH]1,14,4,-4,-6,0,-3,5,-1
Cc1sc2ncn(CCn3cnc4sc(C)c(C)c4c3=O)c(=O)c2c1C,6,2,-4,-31,-6,10,-4,-13
CS(=O)(=O)N1CCC(C(=O)NCCc2ccccc2)CC1,13,0,1,-1,0,-10,4,2
C=C(C)C(=O)OCCCCCCOc1ccc(C(=O)O)cc1,23,-18,33,-13,4,0,0,-11
O=C(c1ccc(-c2ccccc2)c(F)c1)C1CCCN(C(=O)c2cncs2)C1 (stereo not drawn),23,3,-1,-3,2,12,5,-5
CCCc1cc(=O)[nH]c(NCCc2ccccc2)n1,1,0,-6,-19,0,2,-11,0
CCOC(=O)c1cnc2c(-c3ccccc3)cnn2c1C,6,-17,-2,-27,-1,16,37,23
COc1ccc(CCNS(=O)(=O)c2cc3c(cc2C)NC(=O)CO3)cc1OC,-1,8,-6,15,2,-3,6,-2

# Single records (already shown). Values in the order: SENP8 block-1	UBC13 inh	APOBEC3G inh	SENP6 block	SENP1 inh	Apaf-1 inh	SENP7 block	SENP8 block-2
# CS(=O)(=O)N1CCC(C(=O)NCCc2ccccc2)CC1 in the list: 13	0	1	-1	0	-10	4	2
# CSc1cccc(NC(=O)c2cnn3ccccc23)c1 in the list: -18	-9	-3	76*	2	4	71*	49
# Cc1sc2ncn(CCn3cnc4sc(C)c(C)c4c3=O)c(=O)c2c1C in the list: 6	2	-4	-31	-6	10	-4	-13
# CCOC(=O)c1cnc2c(-c3ccccc3)cnn2c1C in the list: 6	-17	-2	-27	-1	16	37	23
# C=C(C)C(=O)OCCCCCCOc1ccc(C(=O)O)cc1 in the list: 23	-18	33	-13	4	0	0	-11

# Additional results
SMILES,SENP8 block-1,UBC13 inh,APOBEC3G inh,SENP6 block,SENP1 inh,Apaf-1 inh,SENP7 block,SENP8 block-2
CC(=O)c1c(C)[nH]c(C(=O)OCc2cc(-c3ccco3)on2)c1C,3,-10,3,-2,2,-20,12,-3
CCN(CC)S(=O)(=O)c1cccc(C(=O)N/N=C/c2ccc(OC)c(O)c2)c1,-16,-13,-2,15,-1,5,-2,1
N/C(Cc1ccc([N+](=O)[O-])cc1)=N\OC(=O)c1ccco1,11,-2,-6,-27,3,-16,-3,2
CCC(=O)N1CCN(c2ccc(Cl)cc2NC(=O)c2ccc3c(c2)OCCO3)CC1,2,3,-1,8,-1,12,2,4
Cc1ccc[n+](CC(=O)N2CCCc3ccccc32)c1,3,2,-8,-12,1,-1,2,-2
Brc1cc2c(cc1/C=N/Nc1nc3ccccc3s1)OCO2,i,-6,-3,-14,-3,0,-6,-10
CCCCCOC(=O)c1ccc(NC(=O)c2ccco2)cc1,19,6,-1,-17,0,15,3,1

# Assay outcomes from PubChem.
